Screening results deposited in PubChem by National Center for Advancing Translational Sciences (NCATS).
WRN helicase inh: qHTS for Inhibitors of WRN Helicase. WRN helicase unwinding, fluorescent forked duplex, kinetic. Potency, µM (titrated, usually from 114 µM), for inactives: at the top dose activity change, negative = inhibition, actives largely listed as inhibitors. 360,000 compounds, 0.46% hits; further: potency means the concentration at half of the fitted maximal effect; on the % scale 0 is the no-effect control and ±100 the full control effect; nearly all actives have a fitted effect of over 55% in size
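Kinetic red-fluorescence monitoring (525/598 nm) tracks WRN helicase activity after 100 nM fluorophore-quencher forked duplex and 2 mM ATP are added to 20 nM enzyme pretreated 15 min at room temperature with compound.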
EPAC2 antag: qHTS for Antagonist of cAMP-regulated guanine nucleotide exchange factor 2 (EPAC2): primary screen; Potency, µM (titrated, usually from 114 µM), inactives show at the top dose activity, negative = inhibition, usual class: inhibitors; Rap guanine nucleotide exchange factor 4 (Homo sapiens), Q8WZA2; 360,000 compounds, 0.18% hits; EPAC2 GEF exchange of Rap1B-BODIPY-GDP, fluorescence; further: potency means the concentration at half of the fitted maximal effect; on the % scale 0 is the no-effect control and ±100 the full control effect; nearly all actives have a fitted effect of over 45% in size; many of its hits are not listed in these tables
Mm-Cpn inhibitor: Inhibitors of TCP-1 ring complex (TRiC) of Methanococcus maripaludis (MmCpn): qHTS; 330,000 compounds, 0.031% hits; AID 504842, 2011; Chaperonin Mm-Cpn (Methanococcus maripaludis); Potency, µM (doses to about 76.9 µM), for inactives: at the top dose activity, negative = inhibition, most hits filed as inhibitors; purified Mm-Cpn ATPase, ADP Transcreener TR-FRET; further: potency means the concentration at half of the fitted maximal effect; on the % scale 0 is the no-effect control and ±100 the full control effect; nearly all actives have a fitted effect of over 80% in size
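Eu-cryptate anti-ADP/ADP-d2 competition gives a ratio inversely related to ADP. Enzyme at 25 nM was pre-exposed to compound for 10 min, then given 10 uM ATP for 30 min, 37°C throughout.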
PI5P4Ka inh: qHTS for Inhibitors of phosphatidylinositol 5-phosphate 4-kinase (PI5P4K). PI5P4Kalpha enzyme, ADP-Glo luminescence, 60 min; stronger effect = lower value. max response, %. 330,000 compounds, 1.2% hits. AID 652105, 2013; active means max response of -50% or lower; inconclusive means between -30% and -50%; inactive means -30% or higher; further: value at the top dose of about 77 µM; on the % scale 0 is the no-effect control and ±100 the full control effect
Target sequence (P48426 whole entry, looked up): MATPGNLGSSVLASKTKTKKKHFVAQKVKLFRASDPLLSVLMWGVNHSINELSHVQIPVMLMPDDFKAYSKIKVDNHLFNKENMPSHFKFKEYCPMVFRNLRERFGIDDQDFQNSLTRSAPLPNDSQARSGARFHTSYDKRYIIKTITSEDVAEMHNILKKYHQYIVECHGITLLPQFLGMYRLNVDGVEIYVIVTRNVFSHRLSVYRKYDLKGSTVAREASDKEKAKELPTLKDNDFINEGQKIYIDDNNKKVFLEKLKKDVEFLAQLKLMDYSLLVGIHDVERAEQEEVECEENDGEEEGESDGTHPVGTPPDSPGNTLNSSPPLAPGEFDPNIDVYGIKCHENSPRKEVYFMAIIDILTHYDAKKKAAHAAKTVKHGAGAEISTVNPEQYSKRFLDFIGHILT
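Single end-point luminescence (ADP-Glo) quantified ADP from PI5P4Kalpha turnover; ATP 5 microM final, 1 h at RT, 0.1% CHAPS and 0.28 mM EGTA in HEPES pH 7.4.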
PLK1 PBD inh: qHTS for Inhibitors of PLK1-PDB (polo-like kinase 1 - polo-box domain): Primary Screen. Serine/threonine-protein kinase PLK1 (Homo sapiens), P53350. Plk1 PBD binding of FITC phosphopeptide, fluorescence polarization. Potency, µM, inactives show max response, negative = inhibition, actives largely listed as inhibitors. 360,000 compounds, 2.8% hits. AID 720504, 2013; further: potency means the concentration at half of the fitted maximal effect; series mostly up to about 57 µM; on the % scale 0 is the no-effect control and ±100 the full control effect; nearly all actives have a fitted effect of over 65% in size
Target sequence (P53350 whole entry, looked up, the tested form may be a part): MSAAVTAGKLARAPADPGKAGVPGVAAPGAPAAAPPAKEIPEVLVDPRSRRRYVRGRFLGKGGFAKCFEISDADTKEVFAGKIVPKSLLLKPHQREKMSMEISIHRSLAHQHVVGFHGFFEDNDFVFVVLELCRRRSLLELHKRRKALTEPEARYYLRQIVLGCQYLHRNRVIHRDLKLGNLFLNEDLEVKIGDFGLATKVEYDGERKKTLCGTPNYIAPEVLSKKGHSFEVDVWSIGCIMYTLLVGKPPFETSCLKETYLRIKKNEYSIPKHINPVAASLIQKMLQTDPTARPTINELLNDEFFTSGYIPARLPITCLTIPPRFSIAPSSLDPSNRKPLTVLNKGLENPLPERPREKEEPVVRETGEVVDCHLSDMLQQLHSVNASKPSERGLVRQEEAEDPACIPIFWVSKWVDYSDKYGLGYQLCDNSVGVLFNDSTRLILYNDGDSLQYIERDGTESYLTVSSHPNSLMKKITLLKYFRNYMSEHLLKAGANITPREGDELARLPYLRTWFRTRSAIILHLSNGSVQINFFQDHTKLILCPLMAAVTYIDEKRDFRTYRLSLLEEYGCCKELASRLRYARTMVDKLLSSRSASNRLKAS
EPAC1 antagonist: qHTS for Antagonist of cAMP-regulated guanine nucleotide exchange factor 3 (EPAC1): primary screen | Rap guanine nucleotide exchange factor 3 (Homo sapiens), O95398 | EPAC1 GEF assay, Rap1b-BODIPY-GDP exchange fluorescence | Potency, µM (titrated, usually from 115 µM), for the others: top-dose activity change, negative = inhibition, hits mostly inhibitors | 360,000 compounds, 0.14% hits;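 further: potency means the concentration at half of the fitted maximal effect; plate controls were vehicle for no effect and positive control for full effect; nearly all actives have a fitted effect of over 50% in size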
EPAC1 agonist: qHTS for Agonist of cAMP-regulated guanine nucleotide exchange factor 3 (EPAC1): primary screen; Rap guanine nucleotide exchange factor 3 (Homo sapiens), O95398; EPAC1 agonist qHTS, biochemical assay; response scale: 100% = response to 6.5 mM cAMP; 360,000 compounds, 0.073% hits; Potency, µM (doses to about 154 µM), inactives show at the top dose activation, actives largely listed as activators; further: potency means the concentration at half of the fitted maximal effect; nearly all actives have a fitted effect of over 60% in size
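Nucleotide exchange assay: 100 nM EPAC1 with 250 nM Rap1B loaded with BODIPY-GDP and 50 uM GDP, room temperature. Fluorescence (480/540 nm) read every 5 min for 30 min; signal change normalized to 6.5 mM cAMP as full agonist.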
CCT chaperon mod: High-Throughput Screening for Modulators of Cytosolic Chaperonin Activity; purified chaperonin ATPase assay, HTRF ADP detection, 30 min; activity change, % (concentration not given with the values), hits read low; 360,000 compounds, 0.3% hits; AID 651819, 2012; in the data active means activity change below about -30%; further: on the % scale 0 is the no-effect control and ±100 the full control effect
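First, chaperonin was dispensed at 40 nM or 20 nM final depending on batch activity. Next, compounds were pinned at 76 uM and ATP added at 10 uM. After 30 min at 37 °C, ADP detection reagents ran 30 min at ambient temperature.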
* = called active by the depositor; ? = inconclusive; nt = no result given; [ ] = dose if it differs, or a comment. Unless noted, the call rests on the fitted dose curve; in most records, active means well fitted curve in the direction sought with a large enough effect; inconclusive means small, poorly fitted or top-dose-only effect, or another doubt; inactive means no such curve, though single readings can be large; an effect the other way counts as inactive or inconclusive.

1. O=C(O)c1ccccc1N=Nc1c(O)[nH]c(=O)[nH]c1=O
2. COc1ccc(/C=C2/C(=O)NC(=O)N(c3ccc(C)c(C)c3)C2=O)cc1CN1C(=O)c2ccccc2C1=O
3. N[C@@H](Cn1oc(=O)[nH]c1=O)C(=O)O
4. Cc1ccc2c(c1)NP(=S)(Oc1ccccc1)N2 (centres undefined)
5. O=c1[nH]c(=S)n(Cc2ccc(F)cc2)c(O)c1C=NCC1CCCO1 (centres undefined)
6. CCCCN(C(C)=O)c1ccc2c(c1)C1CC2CCN1Cc1ccccc1 (centres undefined)
7. CCc1ccc(NC2=NCCCS2)cc1
8. CC(C)c1ccc(-n2c(O)c(C=NC(CCS(C)=O)C(=O)O)c(=O)[nH]c2=S)cc1 (centres undefined)
Compound,1,2,3,4,5,6,7,8
WRN helicase inh,-7%,40µM*,-1%,-12%,-6%,-3%,0%,-7%
EPAC2 antag,3%,-3%,-7%,19%,-2%,?,8%,-7%
Mm-Cpn inhibitor,-1%,0%,nt,nt,0%,nt,-1%,1%
PI5P4Ka inh,?,-66*,4,-8,-10,5,10,1
PLK1 PBD inh,1%,4.2µM*,-1%,?,-2%,-11%,-2%,?
EPAC1 antagonist,4%,?,1%,-9%,-2%,19%,0%,1%
EPAC1 agonist,8%,-1%,4%,3%,7%,-6%,1%,12%
CCT chaperon mod,-0.6,-4.9,0.4,0.0,-3.6,-1.2,2.0,-0.2

9. CCCC[N+]1(C)[C@@H]2CC(OC(=O)[C@H](CO)c3ccccc3)C[C@H]1[C@@H]1O[C@@H]12 (some centres undefined)
10. Cn1c(O)c(C=NC2CCN(Cc3ccccc3)CC2)c(=O)[nH]c1=O
11. C[C@]12CCC3C(CC[C@H]4C[C@@H](O)CC[C@]34C)C1CC[C@@H]2N (some centres undefined)
12. O=C1NC(=O)C(=Cc2cc(Cl)ccc2OCc2ccc(C(=O)O)cc2)C(=O)N1
13. CCOc1cc2c(cc1OCC)-n1cccc1C(c1cccc([N+](=O)[O-])c1)NC2 (centres undefined)
14. CCCC/C(=N/O)c1c(C)[nH]c2ccccc12
15. COc1ccc2c(c1)[C@@]13CCC=C[C@H]1[C@@H](C2)NCC3
16. O=c1c2ccccc2nc(/C=C/c2ccc(O)cc2)n1-c1cccc(O)c1
Compound,9,10,11,12,13,14,15,16
WRN helicase inh,4%,-32%,-16%,-9%,-7%,3%,3%,?
EPAC2 antag,11%,1%,2%,12%,-6%,3%,6%,-9%
Mm-Cpn inhibitor,-2%,-1%,1%,0%,-2%,-7%,2%,-1%
PI5P4Ka inh,-7,-7,7,-71*,-5,-2,17,5
PLK1 PBD inh,-4%,-7%,2%,7.5µM*,-8%,-15%,-9%,-23%
EPAC1 antagonist,4%,-9%,1%,9%,-11%,1%,-4%,-30%
EPAC1 agonist,-27%,5%,3%,5%,17%,7%,-19%,9%
CCT chaperon mod,0.5,0.2,0.3,-0.1,-1.2,-5.4,0.4,0.5

17. CCC(CO)Nc1ccc([N+](=O)[O-])c2cccnc12 (centres undefined)
18. CCOP(=S)(OCC)Oc1ccc2c(C)c(Cl)c(=O)oc2c1
19. CC(=O)N(C1=NCCCS1)c1ccccc1F
20. CCOC(=O)c1ccc(Nc2nc(C)cc(C)n2)cc1
21. COc1ccc(C=C2C(=O)N(C)C(=O)N(C)C2=O)cc1COc1ccc(NC(C)=O)cc1
22. COc1ccccc1NC(=O)c1cn(CCC#N)nc1-c1cccc(Cl)c1
23. CNC(=S)N1CCn2cccc2C1c1cccnc1 (centres undefined)
24. CC(C)(C)c1ccc(-c2c(C(=O)O)c(C(=O)O)c3n2CSC3)cc1
Compound,17,18,19,20,21,22,23,24
WRN helicase inh,5%,-28%,8%,-4%,6%,3%,5%,-17%[11.6 µM]
EPAC2 antag,-5%[57.1 µM],-2%,10%,-11%,1%,-9%,21%,-2%
Mm-Cpn inhibitor,0%,nt,-27%,?,-3%,1%,-1%,0%
PI5P4Ka inh,1,7,nt,0,2,0,-6,-22
PLK1 PBD inh,0%,-7%,-7%,5%,-27%,0%,-11%,?
EPAC1 antagonist,-8%,-13%,8%,-10%,6%,-19%,15%,-15%
EPAC1 agonist,-11%,0%,0%,7%,-4%,-3%,2%,2%
CCT chaperon mod,-5.3,-1.9,1.2,0.3,-1.9,-1.3,2.0,-1.7

For convenience, five of the compounds above:
20. CCOC(=O)c1ccc(Nc2nc(C)cc(C)n2)cc1
21. COc1ccc(C=C2C(=O)N(C)C(=O)N(C)C2=O)cc1COc1ccc(NC(C)=O)cc1
22. COc1ccccc1NC(=O)c1cn(CCC#N)nc1-c1cccc(Cl)c1
23. CNC(=S)N1CCn2cccc2C1c1cccnc1 (centres undefined)
24. CC(C)(C)c1ccc(-c2c(C(=O)O)c(C(=O)O)c3n2CSC3)cc1
Compound,20,21,22,23,24
WRN helicase inh,-4%,6%,3%,5%,-17%[11.6 µM]
EPAC2 antag,-11%,1%,-9%,21%,-2%
Mm-Cpn inhibitor,?,-3%,1%,-1%,0%
PI5P4Ka inh,0,2,0,-6,-22
PLK1 PBD inh,5%,-27%,0%,-11%,?
EPAC1 antagonist,-10%,6%,-19%,15%,-15%
EPAC1 agonist,7%,-4%,-3%,2%,2%
CCT chaperon mod,0.3,-1.9,-1.3,2.0,-1.7

More compounds follow.
25. COC(=O)C1=C(c2ccccc2OCc2ccccc2)C[C@@H]2CC[C@H]1N2C(=O)NCCN1CCOCC1
26. O=[N+]([O-])c1ccc(N2CCCC(C(F)(F)F)C2)c2ccncc12 (centres undefined)
27. CN1CCCC(C(=O)c2ccc(Cl)cc2)C1 (centres undefined)
28. Cc1ccc(C(O)P(=O)(OCCC(C)C)c2ccc(N(C)C)cc2)cc1 (centres undefined)
29. COc1cccc(C(=O)C2CCCN(Cc3cccc(C)n3)C2)c1 (centres undefined)
30. c1ccc(CNCCc2c[nH]c3ccccc23)cc1
31. c1ccc(CCN2CCC(N3CCN(c4ccccc4)CC3)CC2)cc1
32. CCN(CC)P(=O)(Oc1cccc(C)c1)N(CC)CC
Compound,25,26,27,28,29,30,31,32
WRN helicase inh,-1%,-5%,3%,5%,2%,-4%,-13%,8%
EPAC2 antag,11%,-15%,9%,?,7%,16%,10%,5%
Mm-Cpn inhibitor,0%,-1%,0%,-3%,-2%,-5%,0%,0%
PI5P4Ka inh,-8,4,0,1,0,-2,nt,1
PLK1 PBD inh,-2%,0%,-3%,4%,-10%,-1%,-1%,-16%
EPAC1 antagonist,8%,-12%,0%,3%,-8%,-7%,13%,9%
EPAC1 agonist,-25%,-10%,-3%,-20%,4%,8%,-2%,-10%
CCT chaperon mod,-0.1,-0.5,-1.7,-0.8,-0.1,-2.9,0.6,3.1

33. CCCCC(=O)C1C(=O)NC(=O)NC1=O
34. CCC(C)N1CCN(C(=O)Cc2ccccc2)CC1 (centres undefined)
35. O=c1[nH]c(=O)n(-c2cccc3ccccc23)c(O)c1C=NCc1ccc2c(c1)OCO2
36. CCN(CC)c1ccc(N=Cc2c(O)n(CCc3ccc(OC)c(OC)c3)c(=O)[nH]c2=O)cc1
37. CC(=NCCCN1CCOCC1)c1c(O)n(Cc2ccccc2)c(=O)[nH]c1=O
38. C[N+](C)(C)CC1CCCC(C[N+](C)(C)C)C1=O (centres undefined)
39. Cn1c(N)c(C(=O)COC(=O)Cc2ccccc2)c(=O)n(C)c1=O
40. CN1CC(C(=O)c2ccc(Cl)cc2)C(c2ccccc2)C1 (centres undefined)
Compound,33,34,35,36,37,38,39,40
WRN helicase inh,-4%,2%,23%,-9%,-5%,-4%,-2%,-14%
EPAC2 antag,-8%,11%,10%[57.1 µM],4%,-1%,7%,-3%,-4%
Mm-Cpn inhibitor,4%,-2%,3%,0%,2%,nt,1%,0%
PI5P4Ka inh,-14,-2,-2,9,0,-5,-1,3
PLK1 PBD inh,0%,-7%,-5%,0%,-3%,?,-5%,-7%
EPAC1 antagonist,7%,15%,5%,-19%,-4%,9%,6%,-9%
EPAC1 agonist,-5%,1%,5%,16%,0%,2%,11%,10%
CCT chaperon mod,0.2,0.7,0.8,-0.7,0.7,-0.3,-0.3,0.5

41. COc1ccc(C(C)=O)cc1Cc1c(O)[nH]c(=S)[nH]c1=O
42. Cc1cccc(CN2CCCC(C(=O)c3cccc(OC(C)C)c3)C2)n1 (centres undefined)
43. CSc1ccccc1C(=O)C1CCCN(Cc2ccccn2)C1 (centres undefined)
44. CN1CCN(S(=O)(=O)c2cnc(Cl)c(Br)c2)CC1
45. CCCNC(=O)N1[C@H]2CC[C@@H]1C(C(=O)OC)=C(c1ccc(F)cc1F)C2
46. CCOC(=O)C(NC(C)=O)C(OC(C)=O)c1cccc(N(CCCl)CCCl)c1 (centres undefined)
47. C=CCn1c(=O)/c(=C\c2ccccn2)s/c1=C(/C#N)C(=O)NCC1CCCO1 (centres undefined)
48. CC12CC[C@H]3[C@@H](CCC4(O)C[C@H](O)CCC34/C=N/NC(=O)c3ccccc3[N+](=O)[O-])C1(O)CCC2C1=CC(=O)OC1 (some centres undefined)
49. C=CCn1c(O)c(C(C)=NCCN2CCOCC2)c(=O)[nH]c1=O
Compound,41,42,43,44,45,46,47,48,49
WRN helicase inh,-9%[57.1 µM],6%,-9%,-4%,-4%,-5%,-4%,-6%,1%
EPAC2 antag,-3%,6%[57.1 µM],-1%,8%,-7%,-2%,41%[activator],9%,11%
Mm-Cpn inhibitor,1%,-1%,-3%,0%,-1%,-1%,-10%,0%,1%
PI5P4Ka inh,-15,4,2,5,-1,-4,-18,5,nt
PLK1 PBD inh,?,-2%,-21%,2%,-1%,-1%,?,?,-4%
EPAC1 antagonist,11%,-23%,10%,-7%,-5%,2%,-14%,?,-11%
EPAC1 agonist,-7%,-1%,8%,-1%,1%,3%,8%,-6%,1%
CCT chaperon mod,-0.9,1.7,-0.7,1.1,0.3,2.0,2.2,1.0,-1.5

Not all compounds are listed. The share of hits here may be higher or lower than overall.
